Source: PubChem (University of Kansas High Throughput Screening Laboratory)
Pf apPOL inh – Pf-apPOL DNA polymerase inhibition. Recombinant Pf-apPOL, molecular beacon fluorescence, 1.5 h. AID 1794808. 0.25% of 210,000 active. inhibition, % at 10 µM
mHTT-CaM PPI inh – disrupts binding of mutant huntingtin to calmodulin; P42858; AID 1671202; 3.6% of 190,000 active; inhibition, % at 15 µM; AlphaScreen His-mHTT/GST-CaM binding, luminescence;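 note: 0% = both proteins with DMSO and 100% = one protein alone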
Numbers without * were called inactive; i = inactive; x = no result given; & = joins results of further samples. Cut-off read from the data, not from the text of the source: active = inhibition above about 50%; inactive = the rest.

SMILES | Pf apPOL inh | mHTT-CaM PPI inh
CNC(=O)C1CN(C(=O)Cc2ccc(C)cc2)CC12CCCC2 (stereo unspecified) | 4 | -2
Cc1nc(C2CCCN(C(=O)C3(c4ccccc4)CC3)C2)n[nH]1 (stereo unspecified) | -3 | -9
COc1ccccc1OCCOc1ccccc1Br | -6 | -33
Cc1csc2sc(C=C(C#N)S(=O)(=O)c3ccc(Cl)cc3)c(C)c12 | 0 | x
COc1ccccc1-c1noc(C2CCCN2C(=O)Nc2ccc(C)cc2)n1 (stereo unspecified) | 1 | 7
COc1cc(OC)c2c(c1)OC(=O)CC2c1ccc2c(c1)OCO2 (stereo unspecified) | -8 | 26
Cn1cc(C(=O)OCC2CCN(CCNS(C)(=O)=O)CC2)c2ccccc21 | -10 | x
COCCNc1cc(C)c(C#N)c2nc3ccccc3n12 | 4 | 4
O=C(c1ccc(F)cc1)N1CCC(c2cnn(-c3ccccc3)c2)CC1 | -3 | 8
Cc1c(C(=O)NCCC(C)C)oc2ccc(S(=O)(=O)N3CC(C)CC(C)C3)cc12 (stereo unspecified) | -4 | -8
O=C(c1ccccc1OCC1CCN(C(=O)C2CCCC2)CC1)N1CCOCC1 | 0 | -2
Cc1ccc(S(=O)(=O)N(CC(=O)N2CCc3ccccc3C2)c2ccc(F)cc2)cc1 | 2 | 17
Cc1oc(C2CCN(C(=O)Nc3ccc(C(F)(F)F)cc3)CC2)nc1C(=O)N(C)C | -3 | -5
COc1cc(C=C2Oc3c(ccc(O)c3CN3CCCC(C)C3)C2=O)cc(OC)c1OC (stereo unspecified) | -44 | 37
Cc1ccccc1-c1nc(C2CCN(S(=O)(=O)c3ccc(F)c(F)c3)CC2)no1 | -2 | -4
Cc1ccc(-c2nc3ncccc3o2)cc1NC(=O)c1ccccc1[N+](=O)[O-] | 2&3 | 16&0
CC1(C)Cc2ccccc2-c2nc3n(c(=O)c21)CCCS3 | -6 | -4
O=C1CSC2(SC(c3cccs3)=NN2c2ccccc2)N1c1ccccc1 (stereo unspecified) | -5 | x
Cc1ccc(NC(=O)c2ccc(C)o2)cc1 | -5 | -4
CC(C)(C)NS(=O)(=O)c1ccccc1 | -14 | -2
COc1ccc(CC(=O)Nc2c3c(nn2-c2ccc(C)cc2C)CSC3)cc1 | -1 | 27
COc1cccc(C(=O)N2CCC3(CC2)NC(=O)N(Cc2cc(C)ccc2C)C3=O)c1 | 0 | 27
CCc1nc(-c2ccccc2O)n(-c2ccccc2)n1 | -8 | 2
CCOc1ccc(NC(=O)N2CCCC(c3cccc(C(=O)NCc4ccco4)c3)C2)cc1 (stereo unspecified) | -1 | 8
COC1OC(c2ccccc2)=C(c2cnc(N)nc2)c2ccc(F)cc21 (stereo unspecified) | -9 | -2
(cont.)
SMILES | Pf apPOL inh | mHTT-CaM PPI inh
COc1ccc(-c2csc(=Nc3ccccc3)n2CCO)cc1 | -5 | 45
CCCc1cc(C2CCCN2C(=O)c2cc(C)no2)no1 (stereo unspecified) | 1 | -4
COc1ccc(C2Nc3ccccc3C(=O)N2c2ccc(F)c(Cl)c2)cc1 (stereo unspecified) | -1 | -5
Cc1cc(C(=O)NCC2(O)CCc3ccccc32)no1 (stereo unspecified) | -12 | -11
Cn1c(N2CCCC(C(=O)NCCC3=CCCCC3)C2)cc(=O)n(C)c1=O (stereo unspecified) | 0 | 11
O=C(Nc1ccc(-c2nc3ncccc3o2)cc1)c1ccc(OCc2ccccc2)cc1 | -8 | -4
Cc1cc(F)ccc1NC(=O)c1c(C)sc2c(=O)n(C(C)C)cnc12 | 1 | 5
Cc1cccc(N(C(=O)c2ccccc2F)C2C=CS(=O)(=O)C2)c1 (stereo unspecified) | -4 | 4
COc1ccc(CN2CCN(C(=O)c3ccncc3)CC2)cc1Br | -1 | 8
O=C(NCCCN1CCCC1)C1CCN(c2nnc3ccccn23)CC1 | -8 | 1
O=C1/C(=C/c2ccccn2)CC/C1=C\c1ccccn1 | -8 | 4
CC(C)(C)N=C1Nc2ccccc2NC12CCCN(C(=O)c1ccccc1F)C2 (stereo unspecified) | 14 | 24
O=C(CN1CCC(C(=O)Nc2ccc(F)c(F)c2)CC1)Nc1ccc(F)cc1 | -3 | 0
COc1ccc(N2CCN(C(=O)c3ccc4c(c3)N(C)C(=O)C3CCCCN43)CC2)cc1 (stereo unspecified) | -1 | 7
Cc1cccc(NC(=O)CSc2nnc(NC(=O)Cc3ccccc3)s2)c1C | -3 | -20
COc1cc(C)nc(Oc2ccc(/C=N/O)cc2)n1 | -2 | i
NC[C@@H]1O[C@H](c2ccccc2)Cc2c1ccc(O)c2O | 10 | x
NC(=S)NN[C@H]1O[C@H](CO)[C@@H](O)[C@@H](O)[C@H]1O | 4 | x
COc1cc(NS(=O)(=O)c2ccc(NC(=O)COc3ccc(Cl)cc3C)cc2)ncn1 | -9 | -1
COc1cc(C(CC(=O)O)CC(=O)CNc2ccc3c(c2)OCCCO3)cc(OC)c1OC (stereo unspecified) | 4 | x
CCC(c1ccccc1)c1nnc(NC(=O)Nc2cccc(OC)c2)s1 (stereo unspecified) | -1 | 2
Cc1cccc(NC(=O)CN(c2cccc([N+](=O)[O-])c2)S(=O)(=O)c2ccccc2)c1C | -4 | 0
CCCCCC1CCC(c2ccc(C(=O)OCC(=O)c3ccc(C4CCC(CCC)CC4)cc3)cc2)CC1 (stereo unspecified) | -1 | -3
CN(C)C=NCCn1c(N2CCOCC2)nc2c1c(=O)n(C)c(=O)n2C | -2 | -2
O=C(O)c1cc(N=Cc2ccc(C#Cc3ccccc3)cc2)ccc1O | 3 | -15
(further entries)
SMILES | Pf apPOL inh | mHTT-CaM PPI inh
CS(=O)(=O)N(CC(=O)N1CCN(c2ccccc2)CC1)c1cccc(Cl)c1Cl | -2 | -2
O=C(c1cccc([N+](=O)[O-])c1)N1N=C(C(F)(F)F)CC1(O)c1ccncc1 (stereo unspecified) | -1 | 0
COc1ccc(C(=O)N2CCC(C(=O)NCCc3csc(-c4ccccc4)n3)CC2)cc1 | 6 | 2
O=C1c2ccc(-c3nc4ccccc4o3)cc2C(=O)N1c1ccc([N+](=O)[O-])cc1 | -3 | 8
N/C(=N\OC(=O)Cc1ccc(-c2ccccc2)cc1)c1ccncc1 | 0 | i
CCOc1ccc(C2=CC(c3cc(OC)c(OC)c(OC)c3)n3ncnc3N2)cc1 (stereo unspecified) | -4 | 13
O=C1COCC(=O)N1c1ccc(I)cc1 | -8 | x
Cc1ccccc1C=C1N=C(c2ccccc2)OC1=O | 0 | x
COCCNC(=O)/C=C1\Sc2ccccc2N(Cc2ccc(F)cc2)C1=O | -4 | 6
CCCc1c(C(=O)NCc2cc(F)cc3c2OCOC3)cnn1-c1ccccc1 | -12 | x
N=c1oc2ccc(Cl)cc2cc1C(=O)Nc1cccc(C(F)(F)F)c1 | 2 | 4
CSc1[nH]c(=O)c([N+](=O)[O-])cc1C#N | x | -1
COc1cc(C2C(C#N)=C(N)N(c3c(F)cccc3F)C3=C2C(=O)CC(C)(C)C3)ccc1O (stereo unspecified) | -3 | 16
O=S(=O)(NCC1(c2ccc(F)cc2)CC1)c1ccccc1Br | -9 | -30
CCN1C(=O)c2cccnc2Sc2cc(C(=O)NC3CCCC3)ccc21 | -4 | 1
COc1ccc(SC[C@H](CC(C)C)N2CCN(CCc3ccccc3)CCC2=O)cc1 | -5 | 100*
CC1(C)CC(=O)C=C(Nc2ccc(F)cc2)C1 | -3 | x
CC(c1ccncc1)N(CCN(C)C)C(=O)Nc1ccc(Cl)c(Cl)c1 (stereo unspecified) | -16 | 23
COc1ccc(N2CCN(C(=O)CC3CCN(C(=O)c4[nH]c(C)cc4C)CC3)CC2)cc1 | -3 | -7
Cc1nc2c(CN(C)C)c(O)ccc2[nH]1 | 7 | -2
C#CCSC1=NC(=CN(C)C)C(=O)N1 | -7 | x
O=C(Nc1nc(-c2ccccn2)cs1)c1cc2cc([N+](=O)[O-])ccc2s1 | -28 | 23
CCOc1cccc(-c2nnc(NC(=O)c3ccccc3F)s2)c1 | -4 | 3
COc1ccc(N2CC(c3nnc(NC(=O)c4ccccc4Cl)o3)CC2=O)cc1 (stereo unspecified) | -2 | 4
COc1nccc(N2CCC(CC(=O)NCCN(C)C3CCCCC3)CC2)n1 | 3 | 5

The list goes on, starting with the last 2 of the part before.
SMILES | Pf apPOL inh | mHTT-CaM PPI inh
COc1ccc(N2CC(c3nnc(NC(=O)c4ccccc4Cl)o3)CC2=O)cc1 (stereo unspecified) | -2 | 4
COc1nccc(N2CCC(CC(=O)NCCN(C)C3CCCCC3)CC2)n1 | 3 | 5
COc1cccc(C2=N/C(=C\c3ccc(Cl)cc3)C(=O)O2)c1 | -4 | -3
Cc1cc2c(cc1C)NC(c1cccc([N+](=O)[O-])c1)C1=C(CC(C)(C)CC1=O)N2 (stereo unspecified) | -8 | 9
CC(=O)c1ccc(NC(=O)c2ccc(C)c(Br)c2)cc1 | 0 | 3
CN1CCN(C(=O)C2CC(=O)N(c3ccc(F)c(Cl)c3)C2)CC1 (stereo unspecified) | 2 | -10
COc1ccc(CCNS(=O)(=O)c2c(N)n(C)c(=O)n(C)c2=O)cc1OC | -8 | -9
CCCCNc1c(Cl)cnn(-c2ccccc2)c1=O | -4 | -52
O=[N+]([O-])c1ccc(N2CCN(Cc3ccccc3)CC2)nc1 | -8 | -7
CCC(C)NC(=O)C1c2ccccc2C(=O)N1Cc1ccc2c(c1)OCO2 (stereo unspecified) | -6 | -4
O=S(=O)(c1ccccc1F)N1CCC(c2ccccc2)C1 (stereo unspecified) | -2 | -38
O=C(CSc1ccc(F)cc1)Nc1ccc(CC(=O)N2CCOCC2)cc1 | -12 | -9
Cc1ccc(NC(=O)NC2CCCCC2)c(C)c1 | 2 | -3
CCOC(=O)C(C)Oc1ccc2c(c1)OC(=Cc1cc(OC)ccc1OC)C2=O (stereo unspecified) | -8 | -14
CCC(=O)NC1=NC(=O)/C(=C\c2cc3c(cc2Br)OCO3)S1 | 1 | 3
O=C(NCc1ccc(N2CCOCC2)nc1)c1ccccc1F | 4 | -8
O=C(Cn1cc(COc2ccc([N+](=O)[O-])cc2)nn1)c1ccc(O)cc1 | 6 | 2
CCOC(CNC(=O)c1ccc2c(c1)ncn2-c1cc(C)ccc1OC)OCC | -4 | 18
Cc1cc(C)cc(C(=O)N2CCC(c3nc(CCNC(=O)C4CC4)cs3)CC2)c1 | -6 | 7
CCNC(=O)Nc1ccccc1N1CCCN(Cc2cccc(F)c2)C1=O | -7 | -2
O=C1c2ccccc2C(=O)C1(c1nc2ccccc2[nH]1)[N+](=O)[O-] | -1 | 4
COC(c1cccs1)c1c(C)[nH]c2ccccc12 (stereo unspecified) | 4 | 60*
COCCN1C(=O)c2ccccc2C(C(=O)Nc2ccc(OC)cc2OC)C1c1ccc(F)cc1 (stereo unspecified) | 4 | 14
CCOC(=O)NNC1(C#N)CCSC1 (stereo unspecified) | -6 | x
CCOC(=O)C1(N)CCC1 | x | -8
COc1cc(/C=C2\C(=O)NC(=O)N(c3ccc(Br)cc3)C2=O)ccc1OCC(=O)O | 1 | 7
Cc1ccc2oc(-c3ccc(NC(=O)Cc4ccccc4)c(C)c3)nc2c1 | 2 | -3

An excerpt from above in order of number of heavy atoms, lowest first:
SMILES | Pf apPOL inh | mHTT-CaM PPI inh
CCOC(=O)C1(N)CCC1 | x | -8
CCOC(=O)NNC1(C#N)CCSC1 (stereo unspecified) | -6 | x
COC(c1cccs1)c1c(C)[nH]c2ccccc12 (stereo unspecified) | 4 | 60*
CCCCNc1c(Cl)cnn(-c2ccccc2)c1=O | -4 | -52
CC(=O)c1ccc(NC(=O)c2ccc(C)c(Br)c2)cc1 | 0 | 3
O=S(=O)(c1ccccc1F)N1CCC(c2ccccc2)C1 (stereo unspecified) | -2 | -38
O=[N+]([O-])c1ccc(N2CCN(Cc3ccccc3)CC2)nc1 | -8 | -7
CN1CCN(C(=O)C2CC(=O)N(c3ccc(F)c(Cl)c3)C2)CC1 (stereo unspecified) | 2 | -10
O=C(Cn1cc(COc2ccc([N+](=O)[O-])cc2)nn1)c1ccc(O)cc1 | 6 | 2
CCNC(=O)Nc1ccccc1N1CCCN(Cc2cccc(F)c2)C1=O | -7 | -2
CCOC(CNC(=O)c1ccc2c(c1)ncn2-c1cc(C)ccc1OC)OCC | -4 | 18
COc1cc(/C=C2\C(=O)NC(=O)N(c3ccc(Br)cc3)C2=O)ccc1OCC(=O)O | 1 | 7
COCCN1C(=O)c2ccccc2C(C(=O)Nc2ccc(OC)cc2OC)C1c1ccc(F)cc1 (stereo unspecified) | 4 | 14

The listing continues.
SMILES | Pf apPOL inh | mHTT-CaM PPI inh
CCOC(=O)Cn1cnc2c(-c3cccc(F)c3)csc2c1=O | -8 | -9
CCC1(C)Oc2ccccc2C2CC(c3ccccc3)=NN21 (stereo unspecified) | 0 | 44
COc1ccccc1NC(=O)c1ccc(Cl)cc1Cl | 0 | -9
O=C(COc1ccc(C(=O)N2CCN(c3ccccc3Cl)CC2)cc1)C1CC1 | -4 | -7
COc1ccc(C(=O)N2CCN(c3nc4ccncc4n(C)c3=O)CC2)c(C)c1 | 6 | 12
COc1ccc(C2CC(c3ccc(Br)cc3)=NN2C(=O)CCCC(=O)O)cc1 (stereo unspecified) | 5 | 22
CCCN(CCC)S(=O)(=O)c1ccc(C(=O)Nc2nnc(N=Cc3ccccc3)s2)cc1 | 4 | 10
COc1ccc(S(=O)(=O)N2CCC3(C2)C(=O)N(C)c2ccccc23)cc1 (stereo unspecified) | 2 | 19
CCOC(CN(Cc1ccc(OC)c(OS(=O)(=O)c2ccc(C)cc2)c1)S(=O)(=O)c1ccc(C)cc1)OCC | -3 | x
O=C1CCC([N+](=O)[O-])C(c2cc3c(cc2Cl)OCO3)N1 (stereo unspecified) | -11&-2 | 5&0
CCN(Cc1ccccc1)S(=O)(=O)c1ccc2c(c1)CC(C)N2C(C)=O (stereo unspecified) | -1 | 0
Cc1cc(=O)n(-c2ccc(Cl)c(Cl)c2)[nH]1 | -8 | x
Cc1cc(C)cc(N(CC(=O)N2CCN(C)CC2)S(=O)(=O)c2ccccc2)c1 | -8 | 9
